RAD54 inh – inhibitors of human RAD54 branch migration; 360,000 tested, 0.14% active; RAD54 Holliday junction branch migration, FAM/BHQ fluorescence; inhibition, % at 10.4 µM; Q92698;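 active = mean normalized replicate activity at least 40 and at least half of replicates scoring 40 or more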;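 note: 0% = median of neutral control wells and 100% = median of positive control wells; inhibitors cause a drop in the FAM fluorescence signal; in these data hits start at about 50%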
RAD52 anneal inh – RAD52 (human) annealing inhibition; P43351; recombinant RAD52 DNA annealing, FRET fluorescence; inhibition, % at 18.7 µM; 360,000 tested, 0.46% active; AID 651710;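 active = every replicate showing at least 50% inhibition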
Target sequence (P43351 whole entry, looked up): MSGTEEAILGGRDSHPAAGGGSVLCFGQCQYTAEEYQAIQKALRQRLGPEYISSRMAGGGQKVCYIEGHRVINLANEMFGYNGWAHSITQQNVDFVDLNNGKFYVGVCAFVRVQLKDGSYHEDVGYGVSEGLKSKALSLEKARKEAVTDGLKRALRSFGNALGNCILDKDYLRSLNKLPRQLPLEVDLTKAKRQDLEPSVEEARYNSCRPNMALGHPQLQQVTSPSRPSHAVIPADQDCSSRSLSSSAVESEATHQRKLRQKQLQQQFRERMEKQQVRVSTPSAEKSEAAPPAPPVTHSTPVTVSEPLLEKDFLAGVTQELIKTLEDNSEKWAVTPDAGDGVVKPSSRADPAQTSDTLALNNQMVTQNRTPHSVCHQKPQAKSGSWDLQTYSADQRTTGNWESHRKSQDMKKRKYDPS
E-sel inducer – E-selectin induction on HUVECs. activation, % at 7.58 µM. HUVEC E-selectin immunofluorescence imaging; normalized: neutral wells 0, TNF-alpha wells 100. 260,000 tested, 0.37% active. P16581. AID 686992;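 active = mean E-selectin-positive cell signal at least 10% of the positive control, reached in at least 60% of replicates, without over 20% cell loss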;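 note: in these data hits start at about 27%; measured in HUVEC primary endothelial cells; signal is the percent of cells scored E-selectin positive by PE staining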
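Read-out: % PE-positive cells | Test system: HUVEC | Doses: One compound dose added by pin transfer | Buffer or medium: EGM-2 over gelatin coat | Signal: Immunofluorescence imaging | Benchmarks: TNF-alpha, DMSO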
ARNT-TACC3 inh – ARNT/TACC3 interaction disruption | Q9Y6A5 | inhibition, % at 9.99 µM | 390,000 tested, 0.66% active | AID 623870 | AlphaScreen His-ARNT PAS-B/GST-TACC3 binding, luminescence; TACC3 fragment carries E629A point mutation;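 active = mean inhibition of replicates at least 50% and at least half of replicates each reaching 50%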;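 note: 0% = complete ARNT plus TACC3 wells and 100% = ARNT alone without TACC3; many hits fall short of the cut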
CASP6 VEID inh – blocks human caspase-6 cleavage activity. purified caspase-6, Z-VEID-R110 cleavage fluorescence. 350,000 tested, 0.53% active. AID 686996. inhibition, % at 12.5 µM;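 active = mean inhibition across replicates at least about 35%, with every replicate also reaching that limit, limit read from the data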;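 note: 0% = median of neutral control wells and 100% = no fluorescence left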
PglD inh – inhibitors of Campylobacter jejuni PglD acetyltransferase; purified PglD enzyme, DTNB colorimetric CoA detection; inhibition, % at 12.5 µM; 360,000 tested, 0.098% active; in the data active = inhibition above about 16%, passing the limit was not always enough; note: strong numbers were not always called active
ERp5 inh – blocks human ERp5 reductase activity on insulin; 350,000 tested, 0.05% active; AID 651711; inhibition, % at 9.99 µM; Q15084; ERp5 insulin aggregation, absorbance 650 nm, 90 min;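 active = mean replicate inhibition above about 25%, with every replicate also reaching it, limit read from the data, passing the limit was not always enough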
Target sequence (Q15084 whole entry, looked up): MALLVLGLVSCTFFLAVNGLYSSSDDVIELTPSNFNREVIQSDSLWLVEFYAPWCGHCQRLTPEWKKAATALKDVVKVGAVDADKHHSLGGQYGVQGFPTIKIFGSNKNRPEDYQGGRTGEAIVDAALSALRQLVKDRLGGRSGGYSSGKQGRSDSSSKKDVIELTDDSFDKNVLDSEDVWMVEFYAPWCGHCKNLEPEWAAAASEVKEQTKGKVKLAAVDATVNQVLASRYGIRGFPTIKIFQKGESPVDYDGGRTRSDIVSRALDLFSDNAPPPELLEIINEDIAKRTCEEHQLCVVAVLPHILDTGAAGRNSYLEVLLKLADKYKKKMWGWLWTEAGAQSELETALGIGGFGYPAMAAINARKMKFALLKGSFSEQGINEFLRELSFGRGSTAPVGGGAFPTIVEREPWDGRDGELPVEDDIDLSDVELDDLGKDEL
esBAF inh – SWI/SNF esBAF complex inhibition; mouse ES cells, Bmi1-luciferase knock-in reporter, 24 h; 100% = twice the neutral-well signal; reporter increase, % at 12.5 µM; 350,000 tested, 2% active; in the data active = activation above about 40%;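 note: 0% = median of the plate's neutral control wells and 100% = double that signal; a rise in the Bmi1 reporter signal indicates esBAF inhibition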
Starred values were filed as active, the others as inactive; x = not tested or not shown.

mol	ERp5 inh	CASP6 VEID inh	RAD54 inh	esBAF inh	PglD inh	RAD52 anneal inh	ARNT-TACC3 inh	E-sel inducer
COC(=O)c1sccc1NC(=O)Nc1ccc(C)c(C)c1	0.4	0.9	7.4	x	-5.0	-22.5	1.0	-0.3
COc1ccc(OC)c(NC(=O)NNC(=O)COc2ccc(F)cc2F)c1	-13.1	-5.1	3.2	-3.4	4.3	-0.1	-2.1	0.0
O=C1N=C(N2CCCCC2)S/C1=C/C1=Cc2ccccc2OC1	1.3	1.7	x	x	x	-28.4	-5.1	x
COCCN(C(=O)CSc1nc(-c2ccccc2)cn1N)c1c(N)n(Cc2ccccc2)c(=O)[nH]c1=O	1.9	-0.5	x	x	x	-23.1	2.9	x
Cc1cc(-c2sccc2C)nc(-n2cccc2)n1	x	x	-4.1	5.0	-0.4	x	-7.9	x
COc1cccc(C(=O)NC(C)c2ccc(Br)cc2)c1 (centres undefined)	-5.1	2.0	x	x	x	-8.2	-3.0	-1.1
O=[N+]([O-])c1ccc(-c2nnc(CNC3CCCC3)o2)cc1	-2.0	4.3	6.7	8.5	-4.3	2.7	-8.5	x
Cc1ccc2ccc3cccc4ccc1c2c34	4.5	2.8	-2.1	4.7	0.7	-9.8	x	x
CS(=O)(=O)N(CC(=O)NCc1ccncc1)c1ccc(F)c(Cl)c1	-0.5	22.8	x	-3.7	x	-9.5	25.1	x
CCN(CC)C(=O)Cn1nc(-c2ccc(Cl)cc2)c2ccccc2c1=O	1.1	4.4	x	x	x	8.5	x	-0.1
O=S1(=O)CC(N2CCSCC2)CN1Cc1cn(Cc2ccccc2)nn1 (centres undefined)	-0.5	-0.4	x	x	x	-10.9	x	-0.3
COc1ccc(C2(CNC(=O)c3ccc(N)cc3)CCCC2)cc1	1.6	1.3	0.5	1.0	0.4	-38.7	-25.2	0.1
C[C@@H]1CCCCO[C@@H](CN(C)S(=O)(=O)c2ccc(Cl)cc2)[C@@H](C)CN([C@H](C)CO)C(=O)c2cc(NS(C)(=O)=O)ccc2O1	-2.9	2.2	-1.8	0.4	-1.9	12.6	-2.9	-0.1
CCCn1cnnc1CNC(=O)[C@H]1O[C@@H](n2cnc3c(N)ncnc32)[C@H](O)[C@@H]1O	4.1	-1.5	-3.3	0.9	-4.3	-15.7	x	-0.2
COc1ccc(S(=O)(=O)N(C)C[C@@H]2OCCCC[C@H](C)Oc3ccc(NC(=O)Nc4cccc5ccccc45)cc3C(=O)N([C@H](C)CO)C[C@@H]2C)cc1	1.4	4.5	-10.1	3.9	6.9	-0.8	x	1.3
CCN1CCN(C(=O)CS(=O)Cc2nc(-c3ccc(OC)cc3)oc2C)CC1 (centres undefined)	1.6	-2.2	11.1	5.2	5.9	-7.9	10.5	0.4
COCC(=O)N1CCCCN2[C@@H](CO)[C@@H](c3ccc(C#Cc4ccccc4)cc3)[C@@H]2C1	-2.5	-2.0	2.2	15.8	-1.3	13.6	-1.6	0.1
C=CCOc1ccc(CNn2cn[nH]c2=S)cc1OC	-9.3	12.9	x	x	x	1.7	1.0	x
CCc1c(C)nc(N)nc1OCC(F)(F)C(F)F	x	x	-4.8	-49.4	1.6	x	-2.4	x
COc1ccc(S(=O)(=O)N(CCC(N)=O)Cc2ccco2)cc1OC	5.9	9.2	x	-1.0	x	-8.1	-3.9	-0.1

Two entries from above in another layout:
Compound: Cc1cc(-c2sccc2C)nc(-n2cccc2)n1
  ERp5 inh: x; CASP6 VEID inh: x; RAD54 inh: -4.1; esBAF inh: 5.0; PglD inh: -0.4; RAD52 anneal inh: x; ARNT-TACC3 inh: -7.9; E-sel inducer: x
Compound: COc1cccc(C(=O)NC(C)c2ccc(Br)cc2)c1 (centres undefined)
  ERp5 inh: -5.1; CASP6 VEID inh: 2.0; RAD54 inh: x; esBAF inh: x; PglD inh: x; RAD52 anneal inh: -8.2; ARNT-TACC3 inh: -3.0; E-sel inducer: -1.1

New compounds follow:
mol	ERp5 inh	CASP6 VEID inh	RAD54 inh	esBAF inh	PglD inh	RAD52 anneal inh	ARNT-TACC3 inh	E-sel inducer
CC(C)C(NS(=O)(=O)c1ccccc1)C(=O)OCC(=O)NNC(=O)c1ccccc1 (centres undefined)	-6.5	1.9	2.2	x	-0.9	-9.8	-1.1	x
C[C@H](CO)N1C[C@H](C)[C@@H](CN(C)Cc2ccc(C(=O)Nc3ccccc3N)cc2)Oc2ccc(NS(=O)(=O)c3ccc(Cl)cc3)cc2CC1=O	-0.8	-0.7	-4.6	-10.7	11.6	11.6	6.8	2.6
COc1ccc2c(c1)c(=O)oc1cc(OCC(=O)N3CCc4ccccc4C3)ccc12	x	x	-2.4	-2.5	x	x	-6.2	-1.1
Cc1ccc2[nH]c3c(c2c1)CCCC3NC(=O)CCl (centres undefined)	x	x	-9.1	-44.1	1.2	x	-4.2	x
CCOC(=O)c1ccc(N2C(=O)CC(N3CCN(C/C=C/c4ccccc4)CC3)C2=O)cc1 (centres undefined)	x	x	-8.3	-2.0	4.5	x	8.8	x
O=C(NCc1cccs1)Nc1cccs1	-4.4	6.8	-12.0	9.3	-0.8	5.8	1.1	x
Cc1cc(=O)oc2cc(Oc3ccc([N+](=O)[O-])cc3C(F)(F)F)ccc12	x	x	15.1	0.6	2.5	x	1.4	x
CO[C@H]1CN(C)C(=O)c2cc(NC(=O)NC(C)C)ccc2OC[C@H](C)N(CCC(F)(F)F)C[C@@H]1C	x	x	7.6	5.5	4.8	x	1.7	0.5
Cc1ccc(S(=O)(=O)N2CCC(C(=O)NCCc3ccc(S(N)(=O)=O)cc3)CC2)cc1	x	x	12.5	-4.9	-3.6	x	1.2	x
O=C(NCCN1CCCCC1)Nc1ccccc1F	3.4	-0.1	-16.4	-6.6	-2.1	-17.8	-5.4	x
O=C1CN(S(=O)(=O)Cc2ccccc2)C[C@@H]2[C@H](c3ccc(C#Cc4ccccc4)cc3)[C@H](CO)N12	-2.1	1.8	x	x	x	-11.1	x	-0.1
COc1ccc(OCCC(=O)OCC(=O)NCCc2ccccc2)cc1	-4.1	0.0	x	x	x	-5.2	-6.6	x
COc1ccccc1NC(=O)c1ccc(NC(=O)c2ccco2)cc1	-1.4	-0.3	x	6.4	x	-14.8	-3.6	0.0
CN(C)S(=O)(=O)n1cnc2ccccc21	x	x	4.8	-2.6	-0.6	x	-2.4	x
COc1ccc(CN2C(=NC(=O)C3CCCO3)SC3CS(=O)(=O)CC32)cc1OC (centres undefined)	3.2	1.5	6.5	0.7	0.1	-5.3	-3.1	x
NC(=O)C1CCN(C(=O)/C(=C/c2ccco2)NC(=O)c2ccccc2)CC1	-1.3	-1.4	-1.6	-3.5	-11.8	-22.7	-2.5	x
O=C(CSc1nccn1Cc1ccccc1)NCc1ccccc1	-8.0	-2.9	-7.8	8.0	-1.9	-18.9	5.3	x
Cc1cc2nc(N3C(=O)CNC3=S)sc2cc1C	3.4	-1.2	-5.6	-38.5	-4.0	-35.8	-7.2	2.4
COC(=O)[C@@]12C[C@@H](CC(=O)N3CCCC3)C(=O)N(CCc3ccc(OC)c(OC)c3)C1=CCC(C)(C)C2	-1.3	-2.5	x	x	x	-1.2	x	-0.3
FC(F)(F)C(F)(F)c1nc2nc(Cl)c(Cl)nc2[nH]1	-0.8	-1.0	-8.3	-2.9	-2.5	-6.9	x	x
Cc1ccc(CNS(=O)(=O)c2ccc3c(c2)n(C)c(=O)c(=O)n3C)cc1	1.0	5.4	-3.4	-12.7	-2.9	8.4	3.0	x
C=CCNCCOCCSc1ccc(Cl)cc1	x	x	0.9	x	-4.9	x	-7.1	-1.4
O=C(COc1ccc2ccccc2c1)N[C@@H](C(=O)O)c1ccc(O)cc1	-1.8	2.7	6.2	-1.3	1.4	5.4	0.2	0.0
Cc1nc(NC(=O)CSc2nc3ccccc3s2)sc1C(=O)N(C)C	1.3	5.4	-7.9	-1.4	-1.8	-6.2	x	0.1
C[C@H](CO)N1C[C@H](C)[C@@H](CN(C)S(=O)(=O)c2ccc(F)cc2)Oc2ccc(NS(=O)(=O)c3ccc(Cl)cc3)cc2C1=O	-4.4	-6.3	-4.4	-3.3	3.7	10.0	-22.3	1.0
CC(=O)Nc1ccc(NC(=O)CCc2nc3sc4c(c3c(=O)[nH]2)CCCC4)cc1	0.1	0.5	1.6	0.9	3.3	-29.3	2.8	-0.8
C[C@H]1CN([C@@H](C)CO)C(=O)c2cccc(NS(=O)(=O)c3ccc(Cl)cc3)c2O[C@H]1CN(C)Cc1ccc(-c2ccccc2)cc1	4.4	x	4.2	-2.9	6.8	-18.5	29.7	-14.3
CCc1nnc(NC(=O)C2Cc3ccccc3CN2S(=O)(=O)c2c(C)c(C)cc(C)c2C)s1 (centres undefined)	-6.2	-5.6	3.8	7.9	-1.1	-19.4	12.6	x
CC1(C(=O)NS(=O)(=O)c2ccc3c(c2)CCO3)CCN1C(=O)C1(c2ccc(Cl)cc2)CCC1 (centres undefined)	-8.7	-3.6	9.5	1.7	2.7	-18.1	x	0.0
OC[C@H]1Nc2ccc(-c3ccc(F)cc3)cc2[C@H]2[C@@H]1CCN2Cc1ccc(F)cc1	x	x	-4.3	13.6	-1.2	x	-7.5	x
CN(CCc1ccccn1)C(=O)Nc1ccc(Cl)cc1	x	x	-6.0	28.3	-2.3	x	-21.7	x
Cc1cccc(NC(=O)Nc2ccc(C)c(C)c2)n1	x	x	-2.3	48.0*	-5.8	x	5.8	x
Cc1ccc(-c2csc3nc[nH]c(=O)c23)cc1	-4.1	-3.6	4.1	9.0	-6.3	5.7	x	x
CCN(CC(=O)Nc1c(F)cccc1F)C(=O)c1ccc2c(c1)OCO2	-3.8	-125.4	7.0	-3.2	-0.3	-13.6	6.7	-0.7
CNC[C@H]1Oc2ccc(NS(=O)(=O)c3ccc(C)cc3)cc2C(=O)N([C@H](C)CO)C[C@@H]1C	-0.5	-3.5	-15.3	0.1	4.0	7.3	-11.7	0.9
CCn1nc(C(=O)Nc2cccc(S(=O)(=O)N3CCCC3)c2)c2ccccc2c1=O	1.7	-3.8	-4.0	6.5	2.0	-21.8	8.8	x
COC(c1ccccc1)c1nnc(CCC(=O)NC2CCCCC2)o1 (centres undefined)	-2.4	-1.2	x	x	x	-26.3	-0.9	x
CC(=O)c1cccc(NC(=O)C(OC(=O)/C=C/c2ccc3c(c2)OCO3)c2ccccc2)c1 (centres undefined)	x	x	4.4	12.6	0.6	x	-4.3	-1.4
COc1cc(Nc2ncc3c(n2)CCN(C(=O)Nc2ccc(C(C)C)cc2)C3)cc(OC)c1OC	4.4	0.5	11.7	-0.6	0.5	21.5	x	0.4
